# AID inhibitor: blocks human AID cytidine deaminase activity; Q9GZX7; AID deamination FRET fluorescence, UDG-coupled, 4 h; Potency, µM (series often up to 115 µM), for the others: top-dose activity change, negative = inhibition, actives largely listed as inhibitors; 0.32% of 91,000 active; AID 1347428; note: nearly all actives have a fitted effect of over 25% in size
# Target sequence (Q9GZX7 whole entry, looked up): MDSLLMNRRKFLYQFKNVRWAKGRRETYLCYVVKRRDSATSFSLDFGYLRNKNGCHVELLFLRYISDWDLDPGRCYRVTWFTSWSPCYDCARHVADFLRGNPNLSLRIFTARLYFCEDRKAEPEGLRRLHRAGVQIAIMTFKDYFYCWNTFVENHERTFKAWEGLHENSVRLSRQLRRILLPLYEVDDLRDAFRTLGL
# UDG counterscr: counter-screen for AID inhibitors: uracil-DNA glycosylase inhibition; FRET deamination/UDG coupled assay, UDG read, 4 h; Potency, µM (top dose mostly 115 µM), for inactives: at the top dose activity change, negative = inhibition, hits mostly inhibitors; 0.14% of 91,000 active; AID 1347430; note: nearly all actives have a fitted effect of over 65% in size
# The depositor's hits bear a star; ? = inconclusive; & = joins results of further samples; [ ] = another dose, or the depositor's remark. Calls come from the whole dose curve; as a rule, active = well fitted curve in the direction sought with a large enough effect; inconclusive = small, poorly fitted or top-dose-only effect, or another doubt; inactive = no such curve, though single readings can be large; an effect the other way counts as inactive or inconclusive. % is set by controls: 0 for no effect and ±100 for the full control effect; potency is the fitted concentration of half-maximal effect.
SMILES,AID inhibitor,UDG counterscr
CCC(CC)C(=O)Nc1cc(-c2cccc(C)c2)nn1-c1ccccc1,3.2%,-14.1%
CCOC(=O)c1c(C)[nH]c(C)c1S(=O)(=O)NCC(=O)Nc1cccc(C#N)c1,14.6%,0.0%
Cc1cccc(CN2C(=O)c3ccccc3S(=O)(=O)c3ccc(C(=O)OCC4CCCO4)cc32)c1 (configuration not stated),-8.3%,0.0%
Cc1cc(C)c(S(=O)(=O)NCC(=O)O)c(C)c1,-0.7%,1.3%
CNS(=O)(=O)c1ccc(-c2nc(-c3ccccc3OC(C)C)no2)o1,-4.9%,-2.2%
O=C1CC(=O)Nc2cc(S(=O)(=O)N3CCOc4ccccc43)ccc2N1,8.9%,-17.3%
Cc1ccc(C(=O)NC2(C(F)(F)F)C(=O)Nc3c2c(=O)[nH]c(=O)n3CCc2ccccc2)cc1 (configuration not stated),11.4%,1.2%
O=C(CSc1ccc(F)cc1)NCCCSc1ccccc1,-0.6%,-8.7%
CC1CCN(S(=O)(=O)c2cn(CC(=O)Nc3ccc(F)c(Cl)c3)c(=O)c3ccccc23)CC1,?,-19.8%
COc1cc2[nH]c(=O)n(CCCC(=O)NCc3ccccc3)c(=O)c2cc1OC,20.4%,-20.6%
COc1ccc(C2c3c(n(C)c4ccccc34)C(=O)N2CC(=O)Nc2cccc(F)c2)cc1 (configuration not stated),?,47.1%[activator]
Cc1nnc(NC(=O)C2CC(c3ccccc3)=NO2)s1 (configuration not stated),20.0%,5.5%
CN(CCO)C(C(=O)Nc1ccc(F)cc1)c1ccccc1 (configuration not stated),-7.1%,-8.5%
CCC(=O)Nc1cccc(-c2cn3c(C)csc3n2)c1,35.6%[activator],4.9%
CC1=C(C(=O)N2CCOCC2)C(c2cccc(F)c2)NC(=O)N1Cc1ccccc1 (configuration not stated),-2.1%,2.6%
COc1ccc(OC)c(C(=O)NCC2(c3ccc(F)cc3)CCOCC2)c1,-3.2%,11.4%
COc1ccccc1NC(=O)C1=C(C)Nc2nc(SCc3cccc(F)c3)nn2C1c1ccc(C(=O)O)cc1 (configuration not stated),-21.2%,-4.8%
CCc1ccccc1N(C(C)=O)c1nc(COc2ccccc2C(N)=O)cs1,-6.5%,1.1%
CC(C)C(=O)Nc1ccc(OCC(F)(F)F)c(C#N)c1,-3.5%,-5.9%
COc1ccc(-n2nnnc2C2CCN(S(=O)(=O)c3cc(Cl)ccc3OC)CC2)cc1,?,-3.5%

# Molecules shown so far that have an aryl thioether with sulfur outside any ring, in the order listed:
SMILES,AID inhibitor,UDG counterscr
O=C(CSc1ccc(F)cc1)NCCCSc1ccccc1,-0.6%,-8.7%
COc1ccccc1NC(=O)C1=C(C)Nc2nc(SCc3cccc(F)c3)nn2C1c1ccc(C(=O)O)cc1 (configuration not stated),-21.2%,-4.8%

# (further entries)
SMILES,AID inhibitor,UDG counterscr
COc1cccc(-c2nc(CS(=O)(=O)CC(=O)NCc3cccc(Cl)c3)c(C)o2)c1,-0.2%&-13.8%,8.0%&14.5%
CCC(NC(=O)C(C)(C)C)c1ccccc1 (configuration not stated),-6.3%,-8.3%
Cc1ccc(C(=O)NCCSc2c[nH]c3ccccc23)cc1C,4.3%,-3.8%
COc1ccc(-c2nnc(SC(C(=O)N3CCOCC3)c3ccccc3)n2C)cc1 (configuration not stated),-5.2%,0.0%
COc1ccc(NC(=O)/C(C#N)=C/c2ccc(OCc3cc(=O)n4nc(C)sc4n3)cc2)cc1,143.9%[activator],-3.4%
CC(C)COc1ccc(C(=O)Nc2ccc(N3CCN(S(C)(=O)=O)CC3)cc2)cc1,-3.5%,2.9%
O=C(Cc1ccccc1)c1ccccc1NC(=O)C1CCCCC1,7.5%,-9.8%
Cc1ccc(NC(=O)c2c(C)oc3ncn(C)c(=O)c23)cc1F,14.9%,-3.1%
CCOc1ccc(C(=O)Nc2ccc3oc(-c4ccncc4)nc3c2)cc1[N+](=O)[O-],?,-28.9%
CCc1ccc(NC(=O)CNC(=O)Cn2c(C)cc3ccccc3c2=O)cc1,-2.1%,0.1%
CC(C)c1ccc(CN(Cc2ccco2)c2cnc(S(C)(=O)=O)nc2C(=O)Nc2ccc(F)cc2)cc1,?,-10.0%
Cc1cccc(C(=O)OC(C)C(=O)c2ccc(F)cc2)c1O (configuration not stated),11.7%,8.5%
CN1CCN(CCNC(=O)CCn2ccc3cc(S(=O)(=O)N4CCCCC4)ccc32)CC1,-6.8%,10.5%
Cc1ccc(N/N=C/c2cccc(/C=N/Nc3ccc(C)c(Cl)c3)c2)cc1Cl,-3.3%,-3.3%
CCOc1ccc(C2C(C(N)=O)=C(C)Nc3nc(-c4ccc(OC)cc4)nn32)cc1 (configuration not stated),1.3%,10.5%
CN(C)S(=O)(=O)N(CC(=O)NCCSCc1ccccc1Cl)c1ccccc1,?,-10.9%
COc1ccc(NS(=O)(=O)c2ccc3c(c2)CCCN3C(=O)C2CCC2)cc1OC,-4.3%,-16.3%
O=C(c1ccccc1)c1ccc(O)cc1,-2.7%,4.8%
COc1ccc(C)cc1NC(=O)Cn1c(=O)oc2cc(S(=O)(=O)N3CCCCC3)ccc21,-0.8%,?
Cc1c[nH]cc1C(=O)OCC#Cc1ccccc1,-2.1%,-6.2%
CCCCn1c(C)c(C)c2c1ncn1nc(-c3cccs3)nc21,-8.6%,-5.2%
COc1ccc(-c2nnc(SCc3cc(=O)c4cc(C)cc(C)c4[nH]3)n2C)cc1,-15.0%,-5.7%[57.5 µM]
COc1ccccc1CNC(=O)c1cnc(SC)nc1C,6.0%,-2.9%[57.5 µM]
CCN(c1ccccc1)S(=O)(=O)c1ccc2[nH]cc(C(=O)NC3CCCCC3)c(=O)c2c1,-8.5%,-5.2%
O=C(CSCc1nc2ccccc2c(=O)[nH]1)Nc1ccc(O)cc1,5.5%,-8.8%
Cc1cc2oc(C(=O)Nc3sc4c(c3C(=O)NCc3ccco3)CCC4)cc(=O)c2cc1C,-16.8%,-11.5%
CCc1ccc(-c2nc(CSCC(=O)NCc3ccccc3OC)c(C)o2)cc1,0.2%,20.5%
COc1ccc2oc(=O)c(-c3csc(-c4ccc(Br)cc4)n3)cc2c1,-9.0%,8.3%
COc1cc2c(C(=O)N3CCN(c4cccc(C)c4)C(C)C3)cn(CC(C)C)c(=O)c2cc1OC (configuration not stated),8.0%,-7.9%
COC(=O)c1ccc2c(=O)[nH]c(CSc3nnc(-c4cccc(C)c4)n3Cc3ccco3)nc2c1,-20.5%,-1.7%
COc1ccc2nc(C)cc(Nc3ccc(Cl)cc3)c2c1,-12.7%,-14.5%
CC(=O)C(=Cc1cc(C)n(CC(F)(F)F)c1C)C(C)=O,-1.4%,-6.9%
COCCn1c(SCC(=O)c2ccccc2)nc2cc(C(=O)NC3CCCC3)ccc2c1=O,-3.5%,13.1%
COC(=O)c1ccc(CNC(=O)c2cccc(F)c2)cc1,0.2%,-14.4%
O=C(CC1N=C2c3ccccc3N=C(SCC(=O)Nc3cccc(Cl)c3)N2C1=O)NCc1cccs1 (configuration not stated),-3.7%,16.7%
O=C(CSc1nccn1Cc1ccc(F)cc1)NC1CCCC1,20.1%,3.0%
CCOC(=O)c1c(NC(=O)CCCC(=O)O)sc2c1CCC2,-6.0%,-8.1%
CN(CC(=O)NC(C)(C)C)C(=O)c1ccsc1,2.6%,5.6%
O=C(O)C(=O)N1CCOCC1,10.7%,-2.7%
O=C(/C=C/c1cccc(F)c1)NNC(=O)C1CCCCC1,-5.5%,3.3%
CCOC(=O)C1CCC(CN(Cc2ccc(OC)cc2)S(=O)(=O)c2ccc(C)cc2)CC1 (configuration not stated),?,-0.3%
Cc1ccc(NS(=O)(=O)c2cc(C)c(C(=O)O)s2)cc1C(F)(F)F,-1.0%,5.1%
CCOC(=O)c1ccc(CN(Cc2ccc(Br)cc2)S(=O)(=O)c2cccc(C(F)(F)F)c2)cc1,-8.6%,22.9%
CC(C)(C)OC(=O)N1CCC(c2c(C(=O)NCc3ccco3)cnn2-c2ccccc2)CC1,-13.4%,-12.3%
Cc1ccc(CSc2ncc(Cl)c(C(=O)Nc3sc4c(c3C(N)=O)CCCC4)n2)cc1,7.9%,-3.5%
COc1ccc(-c2nnc(SCC(=O)Nc3ccc(F)cc3)s2)cc1,7.6%,-4.6%
CC(=O)NC(C(=O)NCc1ccccc1)C1CCCC1 (configuration not stated),-7.3%,-8.3%
COc1ccccc1NC(=O)CC(c1cc(OC)c(OC)c(OC)c1)N1Cc2ccccc2C1=O (configuration not stated),1.5%,11.9%
O=C(CCc1ccccc1)N1CCc2c([nH]c3ccccc23)C1c1ccc(F)cc1 (configuration not stated),-15.5%,-17.0%[57.5 µM]
Cc1ccc(C(=O)/C(=C\c2ccc(Cl)c(Cl)c2)c2nc3ccccc3o2)cc1,1.0%,0.0%

# An excerpt from above in order of SMILES length, low to high.
SMILES,AID inhibitor,UDG counterscr
O=C(CCc1ccccc1)N1CCc2c([nH]c3ccccc23)C1c1ccc(F)cc1 (configuration not stated),-15.5%,-17.0%[57.5 µM]
CCOC(=O)C1CCC(CN(Cc2ccc(OC)cc2)S(=O)(=O)c2ccc(C)cc2)CC1 (configuration not stated),?,-0.3%
CCOC(=O)c1ccc(CN(Cc2ccc(Br)cc2)S(=O)(=O)c2cccc(C(F)(F)F)c2)cc1,-8.6%,22.9%

# Next results
SMILES,AID inhibitor,UDG counterscr
O=C(NC1CC(=O)N(c2ccc3c(c2)OCCO3)C1)c1c(F)cccc1Cl (configuration not stated),2.9%,-0.3%
Cc1ccc2[nH]c(=O)c3cc(C(=O)N4CCN(c5ccccc5)CC4)sc3c2c1,23.1%,3.6%
CCOc1ccccc1N1CCN(S(=O)(=O)c2ccc(C3CCCCC3)cc2)CC1,-18.7%,-12.6%
CC(C)(C)OC(=O)N1CCN(C(C(=O)O)c2c[nH]c3cc(NC(=O)c4ccccc4)ccc23)CC1 (configuration not stated),-8.1%,2.4%
N#Cc1c(-c2ccccc2)cc(-c2ccccc2)nc1SCCS(=O)Cc1ccccc1 (configuration not stated),4.1%,2.2%
COc1ccc(OC)c(CNS(=O)(=O)c2c(C(=O)N3CCC(C)CC3)c(C)n(C)c2C)c1,1.9%,-6.3%
COc1ccccc1N1CCN(C(=O)c2ccc(CS(=O)c3ccccc3C)o2)CC1 (configuration not stated),17.1%,-3.5%
Cc1ccc(S(=O)(=O)CC(=O)c2cccc(Cl)c2)cc1,-3.8%,-26.8%
COC(=O)c1ccccc1NC(=O)c1cc2c(-c3ccc(OC)c(OC)c3)nn(C)c2s1,-3.3%,10.1%
COc1ccccc1/C=C(/C#N)C(=O)Nc1ccccc1C(=O)O,-18.5%,4.0%
COc1ccc(-c2cc(C(F)(F)F)nc(SCC(=O)NCc3ccc(OC)c(OC)c3)n2)cc1,50.0%[activator],5.3%
CC(=O)N1c2ccc(S(=O)(=O)N(C)CC(=O)N(Cc3ccccc3)C(C)C)cc2CC1C (configuration not stated),-15.6%,-14.4%
COCCCNC(=O)c1ccc(Cn2c(SCc3cccc(C)c3)nc3cccnc32)cc1,?,-3.1%[57.5 µM]
Cc1ccc(S(=O)(=O)CCC(=O)N2CCN(c3nc4c(C)c(C)ccc4s3)CC2)cc1,-18.2%,?
Cc1ccc(NC(=O)C(=O)c2cn(CC(=O)N3CCOCC3)c3ccccc23)cc1F,-2.5%,-2.0%
O=C(CCS(=O)(=O)c1cc2c3c(c1)CCN3C(=O)CC2)Nc1cccc(Br)c1,3.0%,-9.6%
CCC(=O)Nc1ccc2nc(SCC(=O)N3CCc4ccccc43)sc2c1,8.3%,-2.8%[57.5 µM]
CNC(c1ccccc1)c1ccc(F)cc1 (configuration not stated),-2.9%,-3.3%
CCCCOc1ccc(C(=O)NCC2(N3CCN(C)CC3)CCCCC2)cc1,5.4%,5.2%[57.5 µM]
Cc1ccc(OCC(=O)OCc2cc(=O)n3nc(C4CCCCC4)sc3n2)cc1,28.6%,18.5%
CCCN1CCC(NC(=O)CC23CC4CC(CC(C4)C2)C3)CC1,-2.9%,1.1%
Cc1ccc(S(=O)(=O)NCC(Nc2cccc(Cl)c2)c2ccccc2)cc1 (configuration not stated),20.9%,-8.9%
Cc1cccc(C)c1OCC(=O)N1CCC(c2nc3ccccc3o2)CC1,-27.9%,2.3%[57.5 µM]
COc1ccc(N2C(=O)CCS2(=O)=O)cc1S(=O)(=O)Nc1c(C)cc(C)cc1Cl,2.7%,7.9%
Cc1ccc(NC(=O)COc2ccc(-c3nn(C)c(=O)c4ccccc34)cc2)cc1,?,3.8%&-4.9%
Cc1ccc(C(=O)c2sc(NCc3ccccc3)nc2N)cc1,-5.9%,-4.4%
COc1ccc(NC(=O)c2cnc(SC)nc2C(F)(F)F)c(OC)c1,2.1%,4.7%
CC1=C(C(N)=O)C(c2cccc(Br)c2)n2nc(SCc3ccccc3)nc2N1 (configuration not stated),15.7%,4.3%
Cc1ccc(-c2cc(C(=O)O)c3ccccc3n2)cc1C,9.2%&0.7%,0.0%&3.2%
CN(C(=O)COc1ccccc1F)c1c(N)n(Cc2ccccc2)c(=O)[nH]c1=O,-9.8%,-3.8%
COc1cc(C(CC(=O)Nc2ccccc2)N2Cc3ccccc3C2=O)cc(OC)c1OC (configuration not stated),-9.4%,49.6%[activator]
COc1cc([N+](=O)[O-])cc2cc(C(=O)NC3CCCCCC3)c(=O)oc12,11.5%,3.7%
O=C(NCC1CCC1)c1ccccc1Nc1ccccc1,-14.7%,-10.9%
CCN(C(=O)CSc1ncc(S(=O)(=O)c2ccc(C)c(Cl)c2)c(=O)[nH]1)c1cccc(C)c1,-19.3%,-2.1%
Cc1ccc(C)n1-c1nnc(N2CCCC(C(=O)NCc3ccccc3)C2)s1 (configuration not stated),2.5%,-3.8%

# Screening results as filed in PubChem.

# An excerpt (hit frequency here may not be typical).
